Screening data as filed in PubChem BioAssay.
XiGFP reactiv: activators of inactive X chromosome reactivation, primary screen, imaging, XiGFP fibroblasts, GFP high-content imaging, set 2. 0.055% of 360,000 active. XiGFP mouse fibroblasts, % GFP-positive cells imaging, 3 d; cells co-treated with 5-aza-dC sensitizer; scaled so ellipticine positive control = 100%. activation, % at 7.58 µM;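 active = mean normalized replicate activation at least 10% and every replicate at or above 10%; inconclusive = only one of the two criteria met; inactive = mean below 10% and not all replicates reach 10%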;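 also: 0% = median of on-plate neutral control wells and 100% = ellipticine 6 µM median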
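System: SV40-immortalized XiGFP fibroblast cells, line 68-5-11 / Incubation: 3-day compound exposure, then 15 min fixation at room temperature / Compound: single concentration per compound, delivered by pin transfer / Buffer or medium: DMEM plus 5-aza-dC sensitizer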
RAD54 inh: inhibitors of human RAD54 branch migration, primary screen, biochemical, fluorescence, single point | DNA repair and recombination protein RAD54-like (Homo sapiens), Q92698 | RAD54 Holliday junction branch migration, FAM/BHQ fluorescence | inhibition, % at 10.4 µM | 0.14% of 360,000 active;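 active = mean normalized replicate activity at least 40 and at least half of replicates scoring 40 or more; inconclusive = only one of the two criteria met; inactive = mean below 40 and under half of replicates reaching 40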;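 also: 0% = median of neutral control wells and 100% = median of positive control wells; inhibitors cause a drop in the FAM fluorescence signal; in these data hits start at about 50%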
RAD52 anneal inh: RAD52 DNA annealing inhibitors, primary screen, biochemical, FRET, single point, set 2 | DNA repair protein RAD52 homolog (Homo sapiens), P43351 | inhibition, % at 18.7 µM | 0.46% of 360,000 active | recombinant RAD52 DNA annealing, FRET fluorescence;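 active = every replicate showing at least 50% inhibition; inconclusive = mean inhibition at least 50% but not in every replicate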
Target sequence (P43351 whole entry, looked up): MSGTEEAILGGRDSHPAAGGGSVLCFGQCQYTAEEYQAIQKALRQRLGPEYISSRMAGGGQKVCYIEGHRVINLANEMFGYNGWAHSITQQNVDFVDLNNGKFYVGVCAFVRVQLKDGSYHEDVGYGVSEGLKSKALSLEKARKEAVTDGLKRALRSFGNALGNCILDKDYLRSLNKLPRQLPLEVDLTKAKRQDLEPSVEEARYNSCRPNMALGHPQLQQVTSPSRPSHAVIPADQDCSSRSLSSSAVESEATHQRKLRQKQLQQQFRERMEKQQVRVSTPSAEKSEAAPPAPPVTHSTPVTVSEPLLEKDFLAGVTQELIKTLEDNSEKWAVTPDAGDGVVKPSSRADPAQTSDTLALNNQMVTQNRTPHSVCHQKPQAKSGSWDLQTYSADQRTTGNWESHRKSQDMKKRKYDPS
E-selectin induc: E-selectin induction in HUVECs, primary screen, imaging, HUVEC, immunofluorescence imaging, single point. normalized: neutral wells 0, TNF-alpha wells 100. activation, % at 7.58 µM. P16581. 0.37% of 260,000 active;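 active = mean E-selectin-positive cell signal at least 10% of the positive control, reached in at least 60% of replicates, without over 20% cell loss; inconclusive = no rule given, readout overlaps actives, possibly toxicity-flagged; inactive = the rest, including those meeting only one limit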;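 also: in these data hits start at about 27%; measured in HUVEC primary endothelial cells; signal is the percent of cells scored E-selectin positive by PE staining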
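Assay system: HUVEC primary endothelial cells. Input: 3,000 HUVEC seeded per well. Doses: one compound dose added by pin transfer. Read-out basis: % PE-positive cells. Benchmarks: TNF-alpha high, DMSO low. Detection: immunofluorescence imaging. Buffer or medium: EGM-2, gelatin.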
esBAF inh: Bmi1 luciferase reporter increase in mESCs, primary screen, esBAF inhibitor project, mouse ES cells, Bmi1 luciferase knock-in, single point | 2% of 350,000 active | AID 602393, 2012 | 24 h; 100% = twice the neutral-well signal | reporter increase, % at 12.5 µM; in the data active = activation above about 40%; inconclusive = no clear call, values can overlap the other calls;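 also: 0% = median of the plate's neutral control wells and 100% = double that signal; a rise in the Bmi1 reporter signal indicates esBAF inhibition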
ERAP1 HTS inh: human ERAP1 aminopeptidase inhibitors, primary screen, biochemical, single point, plate reader; inhibition, % at 10.7 µM; recombinant ERAP1, Leu-AMC fluorescence, 60 min; Endoplasmic reticulum aminopeptidase 1 (Homo sapiens), Q9NZ08; 0.15% of 340,000 active;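 active = mean replicate inhibition of at least 30%, or all replicates individually reaching that 30% level; inactive = mean below 30% and not every replicate reaching it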;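 also: 0% = neutral control wells and 100% = L-leucinethiol positive control wells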
ERp5 inh: inhibitors of ERp5-driven insulin aggregation, primary screen, biochemical, turbidity, absorbance 650 nm, single point | Protein disulfide-isomerase A6 (Homo sapiens), Q15084 | 90 min | inhibition, % at 9.99 µM | 0.05% of 350,000 active;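 active = mean replicate inhibition above about 25%, with every replicate also reaching it, limit read from the data, passing the limit was not always enough; inconclusive = only one of those two criteria met; inactive = neither criterion met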
Target sequence (Q15084 whole entry, looked up): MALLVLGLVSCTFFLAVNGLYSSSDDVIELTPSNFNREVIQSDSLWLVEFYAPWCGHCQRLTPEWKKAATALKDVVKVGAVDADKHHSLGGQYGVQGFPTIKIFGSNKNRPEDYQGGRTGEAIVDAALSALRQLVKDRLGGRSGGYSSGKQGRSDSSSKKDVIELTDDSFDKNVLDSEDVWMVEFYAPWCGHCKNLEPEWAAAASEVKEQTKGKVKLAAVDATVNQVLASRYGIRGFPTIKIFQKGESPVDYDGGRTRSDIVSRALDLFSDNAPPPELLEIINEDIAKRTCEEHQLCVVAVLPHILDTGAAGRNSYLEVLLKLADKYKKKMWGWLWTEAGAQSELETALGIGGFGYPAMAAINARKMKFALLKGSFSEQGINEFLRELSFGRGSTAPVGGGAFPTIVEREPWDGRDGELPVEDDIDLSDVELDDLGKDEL
S100A4 inh HTS: inhibitors of S100A4-myosin IIA peptide binding, primary screen, biochemical, fluorescence polarization, TAMRA-MyoIIA peptide. 0.14% of 360,000 active. inhibition, % at 10.7 µM. Protein S100-A4 (Homo sapiens), P26447;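 active = mean inhibition of at least 70% across replicates, with every replicate also reaching that level; inconclusive = mean inhibition reaches 70% but some replicates fall short; inactive = mean inhibition below 70%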
Target sequence (P26447 whole entry, looked up): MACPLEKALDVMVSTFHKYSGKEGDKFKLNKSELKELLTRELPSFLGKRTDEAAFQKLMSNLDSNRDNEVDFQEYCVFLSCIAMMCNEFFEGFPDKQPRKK
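Material: S100A4 monomer (human). Medium: Calcium-containing HEPES buffer, pH 7.2. Probe or stimulus: labelled myosin peptide probe, 5 nM. Compound dosing: one concentration per compound. Timing: polarization read 5 min after assay mix addition, stable 5–60 min. Benchmarks: DMSO as neutral control, TFP as positive control.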
* marks the source's active call; other numbers are inactive results; ? = inconclusive; / = not tested or not shown; & = joins results of further samples.

SMILES	XiGFP reactiv	RAD54 inh	RAD52 anneal inh	E-selectin induc	esBAF inh	ERAP1 HTS inh	ERp5 inh	S100A4 inh HTS
O=C1NC2(CCCCC2)C(=O)N1/N=C/c1ccccc1Br	0.0	-6.0	-5.5	2.8	49.2*	/	0.2	1.6
C=CCNC(=O)c1onc(CSc2ccccc2)c1C(=O)O	0.0	-4.5	-13.8	-0.2	4.4	-1.0	1.3	-2.5
O=C(Nc1ccccc1C(=O)N1CCOCC1)C1CC(=O)N(c2ccc(F)cc2)C1 (centres undefined)	-0.1	-4.4	-10.9	0.0	-0.6	-1.8	-8.1	-0.4
Oc1ccc(NCc2cccc(OCc3ccccc3)c2)cc1	0.0	-4.5	-6.8	2.2	6.2	5.9	-34.0	19.7
CCOCCOC(=O)c1cccc2c1-c1ccccc1C2=O	0.1	1.5	-7.8	-0.1	-5.0	-0.8	1.6	0.0
COc1ccc2cc(CCNS(=O)(=O)c3c(C)cc(C)cc3C)c(=O)[nH]c2c1	0.3	2.9	-3.9	/	-16.2	1.4	?	-3.0
COc1ccc2c(c1)/C(=C\c1cccc(/C=C3/C(=O)Nc4ccc(OC)cc43)n1)C(=O)N2	5.2	/	-12.9	-0.6	/	4.1	-0.8	5.3
COc1ccc(-c2cc(=O)oc(-c3cccc(C)c3)n2)cc1	0.0	/	-70.9	/	/	-3.4	1.2	28.7
COc1ccc(CN2[C@H](CO)[C@H]3c4ccccc4N(C(=O)CC(F)(F)F)C[C@H]32)cc1	0.1	4.5	-0.9	-0.4	-1.1	-1.5	-1.5	4.3
COc1ccc2c3c([nH]c2c1)[C@H](CO)N(C(C)=O)CC31CCN(C(=O)Nc2c(C)noc2C)CC1	0.1	/	13.3	-0.3	/	2.9	2.1	-8.2
COc1ccc(N(CC(=O)NC2CCCCC2)C(=O)CCCC(=O)Nc2ccccn2)cc1	0.0	-1.5	-14.8	-0.1	12.6	2.9	6.8	3.9
C[C@H](CO)N1C[C@H](C)[C@H](CN(C)S(=O)(=O)c2ccccc2)Oc2ccc(NC(=O)Cc3ccccc3)cc2C1=O	0.0	4.2	-17.3	-0.1	2.1	0.5	4.8	-1.1
Cc1ccc(C)c(-n2c(Cc3cccs3)n[nH]c2=S)c1	0.2	10.6	-15.8	-0.3	5.1	-0.9	-1.9	-1.9
OC(CN1CCOCC1)Cn1c2c(c3ccccc31)CCCC2 (centres undefined)	0.0	-22.8	1.6	1.2	-6.3	1.4	0.9	-5.7
COCC(=O)Nc1c(C(=O)Nc2ccc3c(c2)OCCO3)oc2ccccc12	0.1	0.0	-13.1	0.1	9.1	5.3	-7.1	-29.0
Brc1ccc(-c2nc3ccc(Br)cn3c2Cc2ccccc2)cc1	0.1	-13.9	-48.4	-4.2	28.6	/	-0.2	3.7
CC(C)c1c(C(=O)N/N=C/c2cccs2)nnn1-c1nonc1N	0.0	5.9	-14.3	/	11.2	-1.4	0.8	-1.7
C[C@H](O)C#Cc1ccc([C@@H]2[C@@H](CO)N3CCCCN(CC4CC4)C[C@H]23)cc1	0.0	-4.5	0.2	0.1	-3.5	-2.8	-4.3	1.7
COc1cccc(C(=O)NCC2CCCN(C(=O)c3ccc(C=O)cc3)C2)c1OC (centres undefined)	0.1	-3.1	-8.2	-0.1	/	0.9	1.5	-21.8
CCN(CC)CCN1C(=O)C(=O)/C(=C(/O)c2ccc(F)cc2)C1c1cccnc1 (centres undefined)	0.3	/	-4.0	/	/	-6.5	-3.0	1.6
COc1cc(/C=C/C(=O)OCC(=O)NC(=O)NCc2ccco2)ccc1OC(F)F	0.0	8.6	-13.8	-0.3	-4.8	1.3	5.4	-2.8
O=C(CCl)N(c1ccccc1)C1CCCCC1	0.5	/	-8.1	0.3	/	-4.7	-3.9	-0.6
COc1ccc(S(=O)(=O)Nc2ccc3c(c2)C(=O)N([C@@H](C)CO)C[C@H](C)[C@@H](CN(C)C(=O)c2ccncc2)OCCCC[C@H](C)O3)cc1	0.0	3.4	2.9	-0.3	-8.9	3.2	1.0	7.6
CC(C)C(NC(=O)c1ccc2c(c1)OCCO2)c1nc2ccccc2[nH]1 (centres undefined)	0.1	-7.7	-12.2	0.2	0.8	0.0	5.0	8.9
CN(Cc1ccccc1)C(=O)c1ccc(NC(=O)Cc2ccc(NC(=O)C3CCN(C(=O)C4CC4)CC3)cc2)cc1	0.0	/	-40.6	-0.1	/	-2.8	2.3	2.5
CCOC(=O)N(C)C[C@@H]1OCc2cn(nn2)CCCC(=O)N([C@H](C)CO)C[C@@H]1C	0.3	-9.3	10.7	0.3	-1.8	-0.9	-2.2	-5.3
C[C@H](CO)N1C[C@H](C)[C@@H](CN(C)S(=O)(=O)c2ccc(F)cc2)Oc2ccc(NC(=O)C3CC3)cc2C1=O	1.0&-0.2	-14.9&-0.6	9.1&4.0	-0.3&0.1	3.2&-0.5	-0.9&-3.0	1.2&1.5	-4.8&-20.1
O=C(NCc1ccccc1)c1onc(CSc2ccccc2)c1C(=O)NCc1ccccc1	0.1	4.7	-43.4	0.0	-5.7	-1.6	0.7	2.9
CC(C)N(C[C@@H]1N[C@H](CO)[C@@H]1c1ccc(C2=CCCC2)cc1)C(=O)C1CC1	0.5	/	-15.3	0.0	/	-5.2	-3.8	-10.3
OCCc1c[nH]c2ccc(OCc3ccccc3)cc12	0.2	-2.3	-8.7	/	0.5	1.6	1.9	-0.1
CNS(=O)(=O)c1cc(NC(C)=O)c(C)cc1C	0.6	/	-17.6	0.1	/	3.2	5.6	1.0
COc1ccc(/C=N/NC(=O)CN2CCN(Cc3ccccc3)CC2)cc1Br	-0.1	/	-13.0	-0.5	3.2	3.5	2.5	3.7
CC(C)C#Cc1ccc([C@H]2[C@H]3CN(C(=O)c4ccc5c(c4)OCO5)CCCCN3[C@H]2CO)cc1	0.0	-0.4	22.1	-0.5	/	-2.8	8.0	26.8
CCn1c(O)c(C=Nc2ccccc2)n(-c2ccccc2)c1=S	/	7.8	-13.0	/	/	3.2	1.9	-3.5
CO[C@H]1CN(C)C(=O)c2ccc(NC(C)=O)cc2OC[C@H](C)N(C(=O)c2ccccn2)C[C@@H]1C	0.2	/	-11.9	-0.1	/	0.2	-2.8	-0.6
C[C@H]1CN([C@@H](C)CO)C(=O)CCCn2nncc2CO[C@@H]1CN(C)C(=O)Nc1ccccc1C(F)(F)F	0.3	-4.3	9.7	-0.1	-2.4	-0.1	0.8	1.6
Cc1c(N(C)S(=O)(=O)c2cccc(C(=O)NC(C)C)c2)c(=O)n(-c2ccccc2)n1C	0.1	-0.6	0.7	/	/	1.5	2.1	-2.2
CN(C)c1nc(N)c([N+](=O)[O-])c(NCC2CCCO2)n1 (centres undefined)	0.0	-3.7	-11.3	/	-2.2	2.2	4.8	1.3
COC(=O)C[C@@H]1CC[C@H](NC(=O)Nc2ccc(C(F)(F)F)cc2)[C@@H](CO)O1	-0.1	5.7	3.3	-0.2	1.1	3.6	0.5	-22.6
COC(=O)c1cc(COC(=O)CNC(=O)c2ccc(Br)cc2)oc1C	0.0	0.7	-10.9	0.0	-10.6	0.1	-13.0	6.2
N#C[C@@H]1[C@@H](c2ccccc2)[C@@H](CO)N1C(=O)c1ccc2c(c1)OCO2	-0.1	7.2	-0.8	-0.3	-1.8	/	2.8	/
C[C@@H]1CCCCO[C@H](CN(C)CC2CC2)[C@@H](C)CN([C@@H](C)CO)C(=O)c2cc(NS(=O)(=O)c3ccc(F)cc3)ccc2O1	-0.1	4.2	30.4	-0.1	-0.7	-0.9	-4.1	-21.3
C[C@H](CO)N1C[C@H](C)[C@@H](CN(C)C(=O)Nc2ccc3c(c2)OCO3)Oc2ncc(C#CC3(O)CCCC3)cc2C1=O	0.0	6.9	-3.6	0.2	59.5*	-2.0	-26.2	5.6
CN(C)C(=O)c1cccc(-c2ccc([C@@H]3[C@@H](CO)N4CCCCN(S(C)(=O)=O)C[C@H]34)cc2)c1	0.3	-9.7	-7.2	0.0	-5.3	0.4	4.6	0.7
COc1ccc(/C=N/NC(=O)c2cccc(NC(=O)c3ccc(F)cc3)c2)c(C(=O)O)c1OC	0.1	6.9	-12.2	0.3	8.9	-1.2	-0.5	-0.3
COc1ccc2c3c([nH]c2c1)[C@@H](CO)N(Cc1ccccc1F)CC31CCN(C(=O)C2CCCC2)CC1	0.2	/	-83.5	-0.6	/	/	/	-9.3
Cn1cccc1C(NC(=O)c1ccccc1)C(Cl)(Cl)Cl (centres undefined)	0.3	0.1	-17.2	-0.1	-5.8	-4.5	-0.8	-7.5
Cc1ccccc1-c1ccc2c(c1)O[C@@H](CN(C)CC1CC1)[C@@H](C)CN([C@@H](C)CO)S2(=O)=O	0.8	7.3	8.6	-0.2	-6.2	-2.9	-0.7	19.6
Cc1ccc(CNC(=O)c2ccc(N3CCC4(CC3)CC(c3cccc(Br)c3)=NO4)c(NC(=O)c3ccco3)c2)cc1	0.1	8.5	-22.2	0.0	-5.1	-1.5	5.1	-10.9
CO[C@@H]1CN(C)C(=O)c2cc(NC(=O)c3ccccc3F)ccc2OC[C@H](C)NC[C@H]1C	0.2	-1.9	-0.4	-0.2	4.1	-2.8	2.4	-1.7
C[C@H](CO)N1C[C@H](C)[C@H](CN(C)Cc2ccc(C(F)(F)F)cc2)OCCCC[C@H](C)Oc2ccc(NC(=O)NC3CCCCC3)cc2C1=O	0.1	0.5	10.1	-0.3	-38.7	2.3	-4.5	-10.2
CN(C)CC(=O)N[C@@H]1CC[C@@H](CC(=O)NCc2ccc(Cl)cc2)O[C@@H]1CO	-0.1	-3.3	-0.9	0.3	4.3	-6.1	-1.9	-7.2

4 structures out of the list, sorted by count of non-hydrogen atoms, lowest first.
SMILES	XiGFP reactiv	RAD54 inh	RAD52 anneal inh	E-selectin induc	esBAF inh	ERAP1 HTS inh	ERp5 inh	S100A4 inh HTS
Cn1cccc1C(NC(=O)c1ccccc1)C(Cl)(Cl)Cl (centres undefined)	0.3	0.1	-17.2	-0.1	-5.8	-4.5	-0.8	-7.5
CO[C@@H]1CN(C)C(=O)c2cc(NC(=O)c3ccccc3F)ccc2OC[C@H](C)NC[C@H]1C	0.2	-1.9	-0.4	-0.2	4.1	-2.8	2.4	-1.7
Cc1ccccc1-c1ccc2c(c1)O[C@@H](CN(C)CC1CC1)[C@@H](C)CN([C@@H](C)CO)S2(=O)=O	0.8	7.3	8.6	-0.2	-6.2	-2.9	-0.7	19.6
COc1ccc2c3c([nH]c2c1)[C@@H](CO)N(Cc1ccccc1F)CC31CCN(C(=O)C2CCCC2)CC1	0.2	/	-83.5	-0.6	/	/	/	-9.3
